# Assay outcomes as filed in PubChem BioAssay.
# RGS4 inh – Inhibitors of Regulator of G Protein Signaling (RGS) 4: qHTS | Potency, µM (doses to about 114 µM), for inactives: top-dose activity change, negative = inhibition, hits mostly inhibitors | 390,000 tested, 0.039% active | AID 504845, 2011 | Transcreener GDP fluorescence polarization, RGS4-accelerated GTP hydrolysis; also: % is scaled to controls: 0 for no effect and ±100 for the full control effect; nearly all actives have a fitted effect of over 75% in size; some results filed as inactive show a strong effect at the top dose
#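 MLSMR compounds (23 nl, pin-transferred) preincubated 10 min at room temperature with a 500nM (2x) first reagent, then RGS4 at 900nM (2x) plus Transcreener GDP mix added; fluorescence polarization (620/688 nm) read before and after 90 min at 30 °C.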
# TrxR1 inh – qHTS Assay for Inhibitors of Mammalian Selenoprotein Thioredoxin Reductase 1 (TrxR1): qHTS; Thioredoxin reductase 1, cytoplasmic (Rattus norvegicus), O89049; recombinant rTrxR1, NADPH fluorescence consumption, selenite substrate; Potency, µM (highest dose often 114 µM), for inactives: at the top dose activity change, negative = inhibition, actives largely listed as inhibitors; 390,000 tested, 1% active; also: % is scaled to controls: 0 for no effect and ±100 for the full control effect; nearly all actives have a fitted effect of over 65% in size
#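 Rat TrxR1 (90 nM in the dispensed reagent) was pre-reduced with 400 uM NADPH for 5 min at room temperature, then incubated with compound for 15 min. After 400 uM selenite was added, NADPH fluorescence (Ex 340/Em 450 nm) was followed for 8 min.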
# GLS inh – qHTS for Inhibitors of Glutaminase (GLS); AID 624170, 2012; Potency, µM (highest dose often 45.5 µM), without a hit: at the highest dose activity change, negative = inhibition, hits mostly inhibitors; Glutaminase kidney isoform, mitochondrial (Homo sapiens), O94925; 410,000 tested, 0.21% active; GLS enzymatic activity, qHTS titration; also: % is scaled to controls: 0 for no effect and ±100 for the full control effect
#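 Coupled fluorescence readout: glutamate oxidase/HRP/Amplex Red detect glutamate formed by hKGA from L-glutamine (1 mM solution added). Buffer 45 mM KH2PO4 pH 8.2, 0.02% Tween-20; reads at t0 and 30 min RT.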
# HP1b binding inh – HTS for Inhibitors of HP1-beta Chromodomain Interactions with Methylated Histone Tails. Chromobox protein homolog 1 (Homo sapiens), P83916. AlphaScreen HP1-beta / biotin-H3K9me3 peptide binding. Potency, µM (titrated, usually from 114 µM), inactives show top-dose activity change, negative = inhibition, usual class: inhibitors. 390,000 tested, 0.56% active; also: nearly all actives have a fitted effect of over 70% in size; inactives centre near 23
#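 HP1-beta protein (50 nM final) preincubated 30 min at room temperature with biotinylated H3(1-18)K9me3 peptide (50 nM) in PBS pH 7.4, 0.01% Tween-20, then compound added for 30 min. AlphaScreen streptavidin donor/nickel chelate acceptor beads (10 ug/mL final), 30 min dark, luminescence read.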
# JMJD2A Tudor – qHTS Assay for Inhibitors of JMJD2A-Tudor Domain; Lysine-specific demethylase 4A (Homo sapiens), O75164; AlphaScreen JMJD2A-Tudor / H3K4me3 peptide binding; Potency, µM (top dose mostly 114 µM), inactives show at the top dose activity change, negative = inhibition, usual class: inhibitors; 390,000 tested, 4.4% active; AID 504339, 2011; also: % is scaled to controls: 0 for no effect and ±100 for the full control effect; nearly all actives have a fitted effect of over 50% in size
# Target sequence (O75164 whole entry, looked up, the tested form may be a part): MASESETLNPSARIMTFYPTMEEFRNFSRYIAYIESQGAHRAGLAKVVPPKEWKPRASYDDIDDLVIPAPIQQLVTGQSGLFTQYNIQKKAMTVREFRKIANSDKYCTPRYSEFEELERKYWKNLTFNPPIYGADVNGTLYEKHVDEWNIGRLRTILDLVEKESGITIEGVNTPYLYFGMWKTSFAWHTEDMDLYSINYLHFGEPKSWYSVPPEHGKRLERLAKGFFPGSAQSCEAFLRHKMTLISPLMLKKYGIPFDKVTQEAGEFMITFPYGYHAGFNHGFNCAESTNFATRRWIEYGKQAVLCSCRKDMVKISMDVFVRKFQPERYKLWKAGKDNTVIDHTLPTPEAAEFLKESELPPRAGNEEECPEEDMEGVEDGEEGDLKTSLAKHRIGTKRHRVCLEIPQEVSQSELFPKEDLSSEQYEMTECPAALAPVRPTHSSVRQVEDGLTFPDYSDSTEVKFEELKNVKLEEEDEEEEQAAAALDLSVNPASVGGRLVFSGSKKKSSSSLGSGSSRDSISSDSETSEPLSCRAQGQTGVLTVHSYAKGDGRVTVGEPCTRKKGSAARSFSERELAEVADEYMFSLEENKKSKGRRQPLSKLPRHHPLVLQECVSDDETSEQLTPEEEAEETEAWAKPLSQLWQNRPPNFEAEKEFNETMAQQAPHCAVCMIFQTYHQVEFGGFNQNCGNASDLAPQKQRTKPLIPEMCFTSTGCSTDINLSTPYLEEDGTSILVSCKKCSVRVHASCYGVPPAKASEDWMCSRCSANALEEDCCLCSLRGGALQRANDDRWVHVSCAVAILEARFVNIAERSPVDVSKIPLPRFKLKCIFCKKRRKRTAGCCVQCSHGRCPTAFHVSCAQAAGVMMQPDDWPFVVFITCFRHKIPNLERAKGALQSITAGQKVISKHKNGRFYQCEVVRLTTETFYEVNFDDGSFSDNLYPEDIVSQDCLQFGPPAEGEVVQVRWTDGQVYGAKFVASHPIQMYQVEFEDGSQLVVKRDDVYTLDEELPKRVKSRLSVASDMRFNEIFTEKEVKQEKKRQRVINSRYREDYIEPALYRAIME
# Pin1 inh – qHTS Assay to Find Inhibitors of Pin1 | Peptidyl-prolyl cis-trans isomerase NIMA-interacting 1 (Homo sapiens), Q13526 | Pin1 FP peptide displacement, HiFluor488, 10 min | Potency, µM (titrated, usually from 115 µM), for inactives: at the top dose activity, negative = inhibition, actives largely listed as inhibitors | 390,000 tested, 0.009% active | AID 504891, 2011; active = well fitted inhibition curve with a large enough effect in the polarisation, with a control signal flat, not every such curve was filed as active; inconclusive = small, poorly fitted or top-dose-only effect, or effect the other way, or a change in a side signal; inactive = no such curve, though single readings can be large or run the other way; the % refers to the polarisation; also: % is scaled to controls: 0 for no effect and ±100 for the full control effect
# PGK inhibitor – qHTS Assay to Find Inhibitors of Phosphoglycerate Kinase | PGK/GAPDH coupled, Kinase-Glo luminescence, 60 min | 380,000 tested, 0.043% active | Potency, µM (titrated, usually from 57.5 µM), for inactives: top-dose activity change, negative = inhibition, actives largely listed as inhibitors; also: % is scaled to controls: 0 for no effect and ±100 for the full control effect; nearly all actives have a fitted effect of over 60% in size
#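 Luminescent ATP detection (Kinase-Glo Plus) follows a 60-minute room-temperature incubation, with wells lacking PGK as controls. Buffer: 100 mM TEA (pH 7.6), 5 mM MgCl2, 0.01% Tween-20. Coupling enzyme GAPDH (100 nM final) supplies unstable 1,3-BPG in-well.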
# ERG Ets-DNA blk – qHTS for Small Molecule Inhibitors of the ERG Ets/DNA interaction; 370,000 tested, 0.028% active; Potency, µM (titrated, usually from 76.9 µM), for inactives: at the top dose FP activity, negative = inhibition, most hits filed as inhibitors; Transcriptional regulator ERG (Homo sapiens), P11308; fluorescence polarization, His-ERG Ets domain / labelled DNA; active = well fitted inhibition curve with a large enough effect in the polarisation, with a control signal flat; inconclusive = small, poorly fitted or top-dose-only effect, or effect the other way, or a change in a side signal; inactive = no such curve, though single readings can be large or run the other way; the % refers to the polarisation;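 also: polarization taken with two DNA probes labelled with fluorescein and Texas red; % of control where 0% means no effect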
#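 His-tagged ERG Ets domain (1 uM in the protein solution; 300mM KCl, 50mM Tris-HCl, 1mM EDTA, 1mM DTT, pH 7.5) received compound, then a probe mix of 5 nM fluorescein-DNA and 100nM Texas-615-DNA. Fluorescence polarization was read for both dyes.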
# ALOX12 inh – Primary qHTS assay for inhibitors of human arachidonate 12S-lipoxygenase (ALOX12): Round 2; purified 12hLO, xylenol orange hydroperoxide absorbance; Potency, µM (top dose mostly 108 µM), for the others: at the top dose activity change, negative = inhibition, actives largely listed as inhibitors; 580,000 tested, 1.1% active; Polyunsaturated fatty acid lipoxygenase ALOX12 (Homo sapiens), P18054; also: % is scaled to controls: 0 for no effect and ±100 for the full control effect
#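 Hydroperoxide product was detected by ferrous iron/xylenol orange as the 573 to 405 nm absorbance ratio. Arachidonic acid at 40 uM (final) was turned over for 30 min at room temperature by 150 nM human 12hLO, pH 7.0 Hepes buffer, after 15 min compound preincubation.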
# Active calls of the source: *; i = inactive; ? = inconclusive; / = no result given; [ ] = remark or other dose. Unless noted, calls follow the shape of the dose curve; as a rule, active = well fitted curve in the direction sought with a large enough effect; inconclusive = small, poorly fitted or top-dose-only effect, or another doubt; inactive = no such curve, though single readings can be large; an effect the other way counts as inactive or inconclusive. Potency is read from the fitted curve at half-maximal effect. Not all compounds are listed; the hit share may differ from the screen's.
structure	TrxR1 inh	GLS inh	ALOX12 inh	PGK inhibitor	Pin1 inh	RGS4 inh	JMJD2A Tudor	ERG Ets-DNA blk	HP1b binding inh
CCC(=O)c1cc(F)c(N2CCN(CC)CC2)cc1C	1%	11%	44%[activator][57.4 µM]	1%	0%	22%	-5%	-4%	14%
FC(F)(F)C1=NC(C(F)(F)F)=NP(N2CCOCC2)(N2CCOCC2)=N1	25%	-7%	-9%	-9%	-4%	-1%	-5%	9%	44%[activator]
Cc1nc2ccccc2c(=O)n1/N=C/c1cc(Br)cc(Br)c1O	-19%	-11%	0%	-4%	?	-19%	?	-1%	29%
CSc1ncc(Cl)c(C(=O)O)n1 (tested in a mixture with another compound)	-1%[57.1 µM]	-2%	?	2%	0%	-9%	79µM*	1%	15%
C[C@]12CC[C@H](O)CC1=C([N+](=O)[O-])CC1C2CC[C@@]2(C)C1CC[C@@H]2O (stereo not given in full)	15%[57.1 µM]	-3%	-25%	-6%	0%	-1%	-8%	-22%	30%
Cc1cccc(N2C(=O)NC(=O)/C(=C/c3ccc(N4CCOCC4)cc3)C2=O)c1	?	26%	-29%	0%	5%	-10%	-12%	11%	23%
O=C(CCl)NN=C(c1ccccc1)c1ccccc1	14µM*	0%	?	-5%	5%	-4%	-3%	-3%	63%[activator]
c1ccc2c(CN3CCCCCC3)c[nH]c2c1	-17%	23%	-19%	1%	0%	31%[11.4 µM]	-10%	0%	59%[activator]
C/C(=N\Nc1ccccc1)c1c(O)n(-c2ccccc2)c(=O)[nH]c1=O	12%[57.1 µM]	-13%	?	-8%	-3%	-38%	4%	0%	35%
O=[N+]([O-])c1ccc(Cl)c(Cl)c1Cl	-4%	12%	1%	2%	-5%	23%	-19%	3%	7%
O=C(Cn1c(=O)oc2cc(S(=O)(=O)N3CCc4ccccc43)ccc21)NC1CCCC1	22%	3%	-5%	i	-6%	3%	-23%	7%	39%[activator]
CN(C)CC(C(=O)Cc1ccccc1)c1ccccc1 (stereo not given)	-54%[57.1 µM]	-14%	-12%	i	-7%	?	1%	13%	13%[57 µM]
COc1ccc(-c2nn(CCC#N)cc2C(=O)NCc2ccccc2)cc1	13%	-1%	15%	-4%	2%	10%[11.4 µM]	1%[11.4 µM]	-6%	32%[activator]
Cc1ccc(Nc2nnc(-c3ccc(C)c(S(=O)(=O)NCc4nc5ccccc5[nH]4)c3)c3ccccc23)cc1	-1%	17%	-8%	2%	61%[activator]	-5%	-17%	8%	31%
C=CC12CN(C)[C@@H]3C4CO[C@H](C[C@H]41)[C@]1(C(=O)Nc4ccccc41)[C@@H]32 (stereo not given in full)	11%	10%	11%	-7%	0%	1%	-31%	7%	19%
O=C(CSC1c2ccccc2-c2ccccc21)N/N=C/c1ccccc1O	-3%	25%	-8%	-1%	8%	6%	-16%	1%	9%
CC(C)Cc1nnc(NC(=O)CCC(=O)N2CCN(CCOC(c3ccccc3)c3ccccc3)CC2)s1	10%[57.1 µM]	8%	-25%	-1%	6%	-33%	-19%	10%	9%
NS(=O)(=O)c1ccc(-c2ccc(C=C3C(=O)NC(=O)NC3=O)o2)cc1	-31%	35%[activator]	0%	-1%	8%	?	?	3%	12%
CCCCCCOc1ccc(C(=O)n2cnc(N)n2)cc1	17%	0%	-27%	-8%	36%[activator]	2%	-4%	-5%	44%[activator]
CCCC(C)C1C(C#N)=C(N)Oc2c1c(=O)oc1ccccc21 (stereo not given)	-15%	-1%	152%[activator]	i	3%	11%	-6%	-3%	23%
O=c1[nH]c(=S)n(C2CC2)c(O)c1/C=N/Nc1cccc2ccccc12	?	14%	?	-7%	12%	?	?	14%	3%
CCOC(=O)C1(CCOc2ccccc2)CCN(Cc2ccc(C)s2)CC1	14%	12%	0%	-10%	3%	21%	-10%	10%	37%[activator]
CC(C)[C@H](CN(N=O)[C@@H](Cc1ccccc1)CN(C)N=O)N(CCc1ccccc1)N=O	16%[57.1 µM]	2%	10%	-15%	8%	20%	?	-10%	-1%
Cc1nc2ccccc2c(=O)n1-c1ccccc1C(F)(F)F	0%	-2%	17%	-9%	-6%	13%	-13%	/	28%
COc1ccc(CCNCc2ccc(F)cc2)cc1OC	-9%	-1%	-2%	3%	4%	11%	-8%	-3%	29%
CC(C)C[C@H]1C(=O)N2CCC[C@H]2[C@]2(O)O[C@](NC(=O)[C@@H]3C=C4c5cccc6[nH]cc(c56)C[C@H]4N(C)C3)(C(C)C)C(=O)N12	16µM*	-2%	/	-4%	?	?	50µM*	-14%	-14%
C[N+](C)(C)c1ccccc1	5%	-5%	?	10%	-9%	-17%	?	3%	17%
CCC(=NCCCN(C)C)c1c(O)n(-c2ccc(OC)cc2)c(=O)[nH]c1=O	21%	5%	-24%	-3%	0%	28%	2%	2%	33%
CCOC(=O)C1SC2(C(F)(F)F)CC1(O)c1c(C)cc(C)nc1O2 (stereo not given)	41%[activator]	2%	7%	-9%	-11%	5%	-1%	4%	38%[activator]
CCC(C)n1c(O)c(/C=N/Nc2ccccc2)c(=O)[nH]c1=S (stereo not given)	-20%	30%[activator]	?	1%	17%	?	?	5%	6%
COc1cccc(N2CCN(Cc3ccc(Cl)cc3)CC2)c1	11%	4%	?	i	0%	-17%	?	-14%	33%
Cn1cccc1/C=C1\C(=O)NC(=O)N(Cc2ccccc2)C1=O	?	1%	-29%	-15%	?	?	?	19%	?
N[C@@H](Cc1ccccc1)C(=O)N1C[C@H]2C[C@@H](C1)c1cccc(=O)n1C2	-11%	3%	13%	-10%	-6%	-2%	4%	10%	45%[activator]
O=C(NCCCn1ccnc1)C(Cl)(Cl)Cl	12%	-1%	0%	/	1%	11%	-14%	9%	6%
C/C(=N\N1CCCCCC1)c1c(O)n(-c2ccccc2C)c(=O)[nH]c1=O	5%	17%	?	-2%	1%	7%	-16%	-1%	27%
c1ccc(CCc2ccc3n2Cc2cnnn2-c2ccccc2-3)cc1	72%[activator]	0%	9%	-7%	15%	-23%	?	12%	22%
CCc1ccc(-n2c(O)c(C=NCCN(CC)CC)c(=O)[nH]c2=O)cc1	-3%[57.1 µM]	-2%	?	-8%	36%[activator]	-13%[11.4 µM]	-3%[57.1 µM]	-4%	50%[activator]
C[C@@H]1NC(=O)c2cc([N+](=O)[O-])cc(I)c2OCC[C@@H](C(=O)NC(CC(=O)O)C(N)=O)NC(=O)[C@H](CCC(=O)O)NC1=O (stereo not given in full)	29%[57.1 µM]	-5%	/	?	?	4%	?	15%	0%
O=c1c2ccccc2nc(-c2ccccc2)n1-c1ccc(O)cc1	9%	-8%	16%	-4%	1%	-13%	3%	-2%	13%
NP(=O)(OCC(F)(F)F)Oc1cccc2ccccc12 (stereo not given)	19%	-8%	-12%	-9%	-6%	-10%	-8%	8%	32%
CC(C)C12CN3CC(C(C)C)(CN(C1)C3c1cccnc1)C2=O (stereo not given)	15%	1%	-8%	0%	-14%	-16%	5%	1%	37%
O=c1cccc2n1CC1CC2CN(c2nc(N3CCCCC3)nc(N3CCCCC3)n2)C1 (stereo not given)	-5%	4%	1%	-7%	-2%	-18%	-27%	6%	26%
COC(=O)C1=C(c2ccc(OC)c(OC)c2)C[C@@H]2CC[C@H]1N2C(=O)NCCCOC(C)C	23%	2%	-3%	-1%	-4%	3%	-14%	4%	23%
O=C1N=c2ccccc2=C/C1=C\c1c(O)[nH]c(=S)[nH]c1=O	18µM*	28%	?	-4%	2%	-47%	?	/	23%
O=C(Nc1cccc(C(F)(F)F)c1)c1cccn(Cc2ccc3c(c2)OC(F)(F)O3)c1=O	42%[57.1 µM]	-4%	-28%	-1%	6%	-8%	17%	6%	82%[activator]
CN1C2CCC1CC(OC(=O)c1cccc(O)c1)C2 (stereo not given)	8%	4%	13%	3%	-11%	-8%	-10%	-6%	26%
C=CCn1c(O)c(C(C)=NCc2cc(OC)cc(OC)c2)c(=O)[nH]c1=O	2%	-1%	-1%	0%	5%	0%	-12%	2%	63%[activator]
CN1C[C@@H]2C[C@@H](c3cccn3-c3ccccn3)N3CCC[C@@]23C1=O	-2%	-1%	0%	i	?	-52%	-5%	?	39%
COc1cccc(NC2=NCCCS2)c1	25%[57.1 µM]	-10%	-26%	0%	1%	28%	-10%	-1%	27%
